Bioassay records as filed in PubChem BioAssay.
FBW7 act: activators of human E3 ligase FBW7. Q969H0. AlphaScreen FBW7–phospho-cyclin E peptide binding, activator screen. normalized activity (activation), % at 26.1 µM. hit rate 0.13% among 650,000; in the data active = normalized activity above about 1.9%;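 also: purified mutant Fbw7 with reduced substrate affinity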
TEAD-YAP block: TEAD-YAP interaction inhibition. hit rate 1.4% among 640,000. AID 1259422. inhibition, % at 9.12 µM. HEK-TIYL cells, TEAD-Gal4/YAP UAS-luciferase luminescence; in the data active = inhibition above about 32%;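 also: 0% = median of test compound wells and 100% = reference inhibitor wells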
GPR151 ag: activators of human GPR151; Q8TDV0; PathHunter beta-arrestin GPR151 cells, luminescence; activation, % at 11.2 µM; hit rate 1% among 650,000; AID 1508602; in the data active = activation above about 4.9%;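 also: 0% = median of compound wells and 100% = cells with positive control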
Target sequence (Q8TDV0 whole entry, looked up): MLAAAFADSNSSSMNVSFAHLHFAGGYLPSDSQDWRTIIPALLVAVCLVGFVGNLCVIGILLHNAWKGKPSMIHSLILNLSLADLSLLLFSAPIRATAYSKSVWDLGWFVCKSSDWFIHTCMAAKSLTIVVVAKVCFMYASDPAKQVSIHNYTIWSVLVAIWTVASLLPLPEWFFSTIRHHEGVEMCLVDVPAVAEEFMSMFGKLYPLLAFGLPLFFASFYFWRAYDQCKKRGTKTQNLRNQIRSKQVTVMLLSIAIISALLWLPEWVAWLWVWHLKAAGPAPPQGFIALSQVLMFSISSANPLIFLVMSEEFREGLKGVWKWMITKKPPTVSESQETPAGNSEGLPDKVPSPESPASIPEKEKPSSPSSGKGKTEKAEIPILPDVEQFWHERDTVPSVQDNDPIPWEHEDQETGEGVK
MITF inh: inhibitors of human MITF; O75030; hit rate 0.91% among 650,000; AlphaScreen MITF homodimerization, bead proximity signal; inhibition, % at 2.6 µM; in the data active = inhibition above about 50%;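 also: 0% = vehicle wells with protein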
Target sequence (O75030 whole entry, looked up): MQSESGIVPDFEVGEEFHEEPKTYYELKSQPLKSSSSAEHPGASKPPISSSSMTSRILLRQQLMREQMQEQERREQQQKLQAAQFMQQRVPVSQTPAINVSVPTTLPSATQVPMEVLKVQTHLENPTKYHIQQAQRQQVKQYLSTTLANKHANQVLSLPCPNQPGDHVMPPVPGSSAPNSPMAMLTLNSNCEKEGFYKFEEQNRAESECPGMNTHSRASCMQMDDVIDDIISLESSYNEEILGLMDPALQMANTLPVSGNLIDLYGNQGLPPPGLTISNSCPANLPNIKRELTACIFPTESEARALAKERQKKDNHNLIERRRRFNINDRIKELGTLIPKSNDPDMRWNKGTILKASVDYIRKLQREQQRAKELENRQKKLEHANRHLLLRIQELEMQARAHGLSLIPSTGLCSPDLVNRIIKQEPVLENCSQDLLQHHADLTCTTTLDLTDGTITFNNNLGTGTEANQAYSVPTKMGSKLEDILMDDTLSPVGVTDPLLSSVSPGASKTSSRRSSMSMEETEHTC
* marks the source's active call; other numbers are inactive results; x = no result given.

No.	SMILES	FBW7 act	TEAD-YAP block
1	CCOC(=O)c1c(NC(=O)/C=C/c2cccs2)sc(C(=O)OC)c1C	0.0	-2
2	Cc1cccc(Oc2coc3cc(OCCc4ccccc4)ccc3c2=O)c1	-0.2	3
3	O=C1N[C@H](C(=O)N2CCC3(CC2)CC3C(=O)Nc2ccccc2)CS1 (stereo not given in full)	0.0	-9
4	COc1ccc(C(=O)Nc2nc3ncccc3cc2-c2ccccc2)c(OC)c1	-0.2	-1
5	COc1ccc(-n2c(SCC(=O)C(C)(C)C)nc3ccsc3c2=O)cc1	-0.1	-8
6	COc1cc2nc(=S)n3[nH]c(-c4ccccc4)nc3c2cc1OC	0.4	0
7	c1ccc(-c2nnc3ccc(NCCCN4CCOCC4)nn23)cc1	0.0	-2
8	NS(=O)(=O)c1ccc(Nc2nccc(NC3CCN(C(=O)c4ccc5c(c4)OCCO5)CC3)n2)cc1	0.1	5
9	Cc1cc(I)ccc1NC(=O)c1ccc(N2CCCC2=O)cc1	-0.1	-8
10	O=C(N=C1N=C2C=CC(I)=CN2Cc2ccccc21)c1cccnc1	0.1	-8

No.	GPR151 ag	MITF inh
1	-0.7	-4
2	0.3	2
3	-0.9	-7
4	1.3	-4
5	0.1	-1
6	-0.5	-4
7	-0.5	1
8	1.7	3
9	-2.7	-2
10	0.8	-8

Following part:
No.	SMILES	FBW7 act	TEAD-YAP block
11	N#CCNC(=O)c1ccc(Cl)c([N+](=O)[O-])c1	0.2	13
12	CCCCNC(=O)CSc1nc(NCCCC)c2ccccc2n1	-0.2	-9
13	CCn1c(N/N=C(\C)c2ccc([N+](=O)[O-])cc2)nc2c1c(=O)[nH]c(=O)n2C	-0.1	5
14	CC(C)C(NC(=O)/C(=C\c1ccccc1F)NC(=O)c1ccccc1)C(=O)O (stereo not given)	0.1	11
15	CCOC(=O)c1sc2nc(C)nc(NCCCN3CCOCC3)c2c1C	-0.1	0
16	Cc1ccc(N2CCN(C(=O)CCN3C(=O)C4C5C=CC(C5)C4C3=O)CC2C)cc1 (stereo not given)	0.3	2
17	Cc1ccc(Cl)c(OCCN2CCOCC2)c1	-0.1	6
18	O=C(Nc1ccncc1)c1ccc(NC(=O)c2cccc(I)c2)cc1	-0.2	18
19	Cc1[nH]n2c(=O)c3c(nc2c1-c1ccc(Cl)cc1)CCC3	0.1	10
20	COc1ccc(-n2c(/C=C/c3cccc(C(F)(F)F)c3)nc3ccccc3c2=O)cc1Cl	0.2	-8

No.	GPR151 ag	MITF inh
11	0.5	0
12	-0.5	6
13	0.2	4
14	0.4	1
15	0.2	-1
16	1.1	10
17	-1.0	48
18	0.6	-4
19	0.1	-8
20	-0.4	7

New compounds follow
No.	SMILES	FBW7 act	TEAD-YAP block
21	Cc1ccc(C)c(NC(=O)CSC2=C(C#N)C(c3ccc(Cl)cc3Cl)CC(=O)N2)c1 (stereo not given)	-0.1	4
22	Cc1ccc(C(=O)OCC(=O)c2cccc([N+](=O)[O-])c2)s1	-0.1	-6
23	COC(=O)c1c[nH]n2c(NC3CCC(C)CC3)c(-c3ccc(OC)c(OC)c3)nc12 (stereo not given)	0.1	-4
24	COc1ccc(Br)cc1C1C2=C(CC(C)(C)CC2=O)N(c2ccc(C)c(C)c2)C2=C1C(=O)CC(C)(C)C2	-0.1	-3
25	c1cn(-c2ccc(Nc3nccc(-c4cncc(N5CCOCC5)c4)n3)cc2)cn1	-0.2	78*
26	COCCN1C(=O)C(O)=C(C(C)=O)C1c1ccccc1OC (stereo not given)	-0.1	-1
27	Cc1ccc(S(=O)(=O)NCC(=O)Nc2ccc(Cl)c(C(F)(F)F)c2)cc1	-0.3	-1
28	C=CCN(CC=C)S(=O)(=O)c1ccc(NC(=O)c2ccccc2C)cc1	0.0	-1
29	Brc1nnc2ccc(N3CCOCC3)nn12	0.0	-10
30	Cn1c(=O)[nH]c(=O)c2c1nc1n2CCN1Cc1ccccc1	-0.1	-2

No.	GPR151 ag	MITF inh
21	-0.4	-3
22	1.1	-5
23	0.1	7
24	-0.1	0
25	-0.6	16
26	-1.3	5
27	-0.9	11
28	2.7	-4
29	0.0	-6
30	-0.8	3

Later entries:
No.	SMILES	FBW7 act	TEAD-YAP block
31	COc1ccc(N2CCN(C(CNC(=O)CC(C)(C)C)c3ccco3)CC2)cc1 (stereo not given)	0.0	4
32	O=C(N/N=C/CCc1ccccc1)c1cccc(Br)c1	0.2	-20
33	NCCCCCCCCCCNS(=O)(=O)c1cccc2c(Cl)cccc12	-0.1	x
34	CSc1cccc(NC(=O)C2C3C=CC4(O3)C2C(=O)N(C(C)c2ccccc2)C4C(=O)NC2CCCCC2)c1 (stereo not given)	0.1	2
35	Cc1ccccc1OCCNS(=O)(=O)c1ccc2oc3ccccc3c2c1	-0.1	5
36	CC(=O)c1c(C)[nH]c(C(=O)CSc2nc3ccccc3c(=O)n2Cc2cccnc2)c1C	0.0	-4
37	CC(=O)Nc1ccc(CN2CCc3nc(C)[nH]c(=O)c3C2)cc1	0.0	2
38	CN1CCC(C(=O)N2CCC(Oc3ccc(CN(C)Cc4cnn(C)c4)cc3)CC2)CC1	-0.1	5
39	CCC(=O)Oc1ccc2c(C)cc(=O)oc2c1C(C)=O	-0.4	0
40	c1coc(Cn2nnnc2CN2CCN(Cc3ccc4c(c3)OCO4)CC2)c1	-0.1	-1

No.	GPR151 ag	MITF inh
31	1.7	1
32	0.1	-14
33	4.0	-7
34	0.9	6
35	-0.4	-1
36	-1.3	8
37	-0.7	-17
38	-0.8	5
39	1.3	6
40	1.0	-10

Other structures follow.
No.	SMILES	FBW7 act	TEAD-YAP block
41	O=S(=O)(NCC(c1cccnc1)N1CCN(c2ccccc2)CC1)c1cccs1 (stereo not given)	-0.2	-9
42	CCOC(=O)C(=O)Nc1sc2c(c1C#N)CCC(C)C2 (stereo not given)	0.1	-53
43	CC(=O)NC1(C(F)(F)F)C(=O)N(Cc2ccccc2)C(C)=C1C(=O)c1ccccc1 (stereo not given)	0.1	7
44	COc1ccc(NC(=O)CNC(=O)Cn2cnc3sc(C)c(C)c3c2=O)c(OC)c1	0.1	-3
45	CCC1CCCCN1C(=O)CSc1nc2c(c(=O)n1C)SC(C)C2 (stereo not given)	0.2	5
46	Cc1cccc(NS(=O)(=O)c2ccc3c(c2)oc(=O)n3C)c1	-0.2	8
47	Cc1ccc(C(=O)O)cc1NC(=O)CSc1nncn1C	0.0	-7
48	CCNC(=S)NC(=NCc1ccc2c(c1)OCO2)Nc1nc(C)cc(C)n1	0.6	5
49	CC1=C(C(N)=O)C(c2ccccc2F)n2nc(-c3cccc(C)c3)nc2N1 (stereo not given)	0.2	7
50	CCC(NS(=O)(=O)c1cc2c(cc1Cl)NC(=O)CO2)c1cccs1 (stereo not given)	0.2	-4

No.	GPR151 ag	MITF inh
41	-0.8	1
42	2.6	-7
43	1.6	11
44	0.7	2
45	-0.3	8
46	0.1	1
47	0.5	1
48	-1.8	19
49	-0.6	6
50	-0.8	2

Three entries from above, ordered by molecular weight, falling.
No.	SMILES	FBW7 act	TEAD-YAP block
46	Cc1cccc(NS(=O)(=O)c2ccc3c(c2)oc(=O)n3C)c1	-0.2	8
47	Cc1ccc(C(=O)O)cc1NC(=O)CSc1nncn1C	0.0	-7
42	CCOC(=O)C(=O)Nc1sc2c(c1C#N)CCC(C)C2 (stereo not given)	0.1	-53

No.	GPR151 ag	MITF inh
46	0.1	1
47	0.5	1
42	2.6	-7

Compounds from the list above that contain a COOH group (2):
No.	SMILES	FBW7 act	TEAD-YAP block
14	CC(C)C(NC(=O)/C(=C\c1ccccc1F)NC(=O)c1ccccc1)C(=O)O (stereo not given)	0.1	11
47	Cc1ccc(C(=O)O)cc1NC(=O)CSc1nncn1C	0.0	-7

No.	GPR151 ag	MITF inh
14	0.4	1
47	0.5	1

Next part:
No.	SMILES	FBW7 act	TEAD-YAP block
51	O=C1OC(c2ccc(Cl)cc2Cl)=N/C1=C\c1ccccc1F	0.3	7
52	Cc1ccc(NC(=O)C(=O)NCCN(C)C)c(C)c1	0.5	-4
53	O=C(O)c1cccc(N2N=C(c3ccccc3)CC2=O)c1	-1.0	-7
54	CC(/C(O)=C(\C#N)c1nc2ccccc2[nH]1)N1C(=O)c2ccccc2C1=O (stereo not given)	0.3	-7
55	COc1ccc(C2=NC(c3ccccc3OC)NC(c3cccc(OC)c3O)C2)cc1 (stereo not given)	-0.1	-60
56	CCOC(=O)c1c(NC(=O)COc2cccc(C)c2C)sc(C)c1C	-0.2	3
57	O=C(Nc1ccc(-c2nc(-c3ccccc3)c3ccccc3n2)cc1)c1ccc(Br)o1	-0.1	0
58	CC1=C(C(=O)OCCc2ccccc2)C(c2cccc(Cl)c2)CC(=O)N1 (stereo not given)	0.5	3
59	Cc1ccccc1N(CC(=O)N1CCN(Cc2ccccc2)CC1)S(C)(=O)=O	-0.1	3
60	O/N=C1\CCc2nonc2\C1=N/Nc1ccccc1	0.3	1

No.	GPR151 ag	MITF inh
51	0.4	13
52	-1.7	20
53	-1.1	-6
54	-0.3	-8
55	0.3	5
56	-0.2	5
57	0.9	4
58	-1.3	5
59	2.2	5
60	1.9	23

Further results follow.
No.	SMILES	FBW7 act	TEAD-YAP block
61	COc1ccc(-c2nc(NCCO)c3ncn(-c4ccccc4)c3n2)cc1	0.1	61*
62	CCOc1cc(CNn2cnnc2)ccc1OCC(=O)NC1CCCCC1	0.2	8
63	O=C(Cc1ccc(Cl)cc1)Nc1cc(Cl)ccc1O	1.0	12
64	O=c1c2ccccc2ncn1CCCOc1ccccc1Br	-0.3	-50
65	Cc1cc(NCCN(C(C)C)C(C)C)nc(NCc2cccnc2)n1	-0.1	10
66	O=C1C=C(NS(=O)(=O)c2ccccc2)C(=O)C=C1NS(=O)(=O)c1ccccc1	0.0	4
67	O=c1c(S(=O)(=O)c2ccc(F)cc2)c[nH]c2ccccc12	0.1	-4
68	COc1ccc(CNc2ccc(SC)cc2)cc1	-0.2	-5
69	O=C(c1cc(COc2cccc(C(F)(F)F)c2)on1)N1CCCC(CCCO)C1 (stereo not given)	-0.1	21
70	NC(=O)c1ccc(NC(=O)CSc2nc3ccccc3s2)cc1	0.0	1

No.	GPR151 ag	MITF inh
61	0.7	4
62	1.3	-6
63	-0.1	12
64	-1.1	-14
65	0.6	6
66	0.1	3
67	0.5	-2
68	-1.4	-9
69	0.7	1
70	1.8	1

More structures follow:
No.	SMILES	FBW7 act	TEAD-YAP block
71	COc1ccc2c(Cn3cc(C(F)(F)F)cc(Cl)c3=O)cc(=O)oc2c1	0.2	6
72	CCOC(=O)c1c(NC(=S)NC)sc(C)c1C	-0.3	4
73	COc1ccc(NC(=O)CCC2CCCC2)cc1	0.1	-54
74	COCc1ccc(C(=O)N[C@H](C)Cn2nnc3ccccc32)s1	-0.2	-4
75	CCc1ccc(CN(C(=O)c2ccccc2[N+](=O)[O-])C2CCS(=O)(=O)C2)cc1 (stereo not given)	0.1	-4
76	COc1ccc(NC(=O)C(=O)NC(C)C)cc1OC	-0.1	-3
77	CCC(NC(=O)OCc1ccccc1)C(=O)Nc1ccc(Br)cc1C(NCC(=O)OC)c1ccccc1 (stereo not given)	-0.1	-1
78	COc1ccc(C(N)CC(=O)O)cc1C (stereo not given)	-0.2	2
79	CCCCN(CC)C(=O)c1cccc(Br)c1	0.0	4
80	Cc1nn2c(N(C)CCO)c3c(nc2c1-c1cccs1)CCCC3	-0.2	2

No.	GPR151 ag	MITF inh
71	0.1	9
72	0.8	2
73	0.2	-5
74	-0.9	-8
75	1.4	8
76	3.6	19
77	0.6	4
78	0.4	-14
79	-0.3	-3
80	-2.1	-4

Next part:
No.	SMILES	FBW7 act	TEAD-YAP block
81	Cc1cc([N+](=O)[O-])c(-c2ccc(/C=C(\C#N)c3nc4ccccc4[nH]3)o2)cc1Cl	0.0	4
82	COCCN(Cc1ccco1)C(=O)Cn1ncc2c1-c1cc(C)ccc1OC2	0.6	3
83	COC(=O)C(Cc1ccccc1)NC(=O)CC1(CC(=O)O)CCCC1 (stereo not given)	0.1	-2
84	CCOC(=O)/C(C#N)=C/c1cc(C)n(-c2ccc([N+](=O)[O-])cc2)c1C	0.0	1
85	Cc1ccccc1CC1(CO)CCCN(C(=O)CN2CCOC2=O)C1 (stereo not given)	-0.1	-11
86	O=C1N[C@H](Cc2ccc(O)cc2)C(=O)N2C[C@@H](NCc3cccc4cccnc34)C[C@@H]12	-0.1	1
87	CCCCCCc1cc2c(-c3ccccc3)cc(=O)oc2cc1OCc1cccc(Cl)c1	-0.1	7
88	CCc1nnc(NS(=O)(=O)c2ccc(NC(=O)Nc3cccc([N+](=O)[O-])c3)cc2)s1	0.0	-9
89	CC1CCCCN1c1nc2c(c(=O)[nH]1)CCN(Cc1ccc3nccnc3c1)C2 (stereo not given)	0.3	-19
90	CCCNc1nc(-c2ccc(C(N)=O)cc2)ncc1C	0.1	-6

No.	GPR151 ag	MITF inh
81	1.6	-4
82	-3.2	-9
83	-1.6	9
84	3.4	-2
85	-0.8	-7
86	0.8	1
87	-0.3	21
88	1.3	6
89	-0.7	5
90	-1.9	-1

New compounds follow
No.	SMILES	FBW7 act	TEAD-YAP block
91	CCOc1ccccc1C(=O)Nc1cc(OC)c(OC)cc1C(=O)O	0.1	2
92	COc1ccc2oc(=O)c(-c3nnc(-c4ccc(Br)cc4)o3)cc2c1	-0.1	1
93	Cc1ccc(CN(C)CC(=O)N(C)c2c(N)n(Cc3ccccc3)c(=O)[nH]c2=O)cc1	0.1	7
94	Cc1ccc(SCCC(=O)NCc2ccccn2)cc1	-0.5	1

No.	GPR151 ag	MITF inh
91	-1.5	15
92	0.6	-3
93	-1.3	11
94	0.2	4
